High-throughput results from PubChem.
Coupling enz: qHTS Assay for Inhibitors of Fructose-1,6-bisphosphate Aldolase from Giardia Lamblia: Coupling assay counterscreen; hit rate 0.67% among 290,000; activity change, negative = inhibition, % at 58.2 µM, hits read low; AID 2472, 2010; coupling enzyme system counterscreen, AmpLite Red fluorescence; in the data active means activity change below about -30%; further: on the % scale 0 is the no-effect control and ±100 the full control effect
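Counterscreen of the coupled detection system alone, without aldolase: glyceraldehyde-3-phosphate coupling enzymes plus AmpLite Red readout. Compounds at 57.5 uM final, 10 min RT preincubation, 20 min RT reaction, fluorescence 525/598 nm.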
GALK inh: qHTS Assay for Inhibitors of Human Galactokinase (GALK); P51570; Purified GALK, Kinase-Glo residual ATP luminescence; Potency, µM (doses to about 57.5 µM), for inactives: at the top dose activity change, negative = inhibition, most hits filed as inhibitors; hit rate 0.007% among 270,000; further: potency means the concentration at half of the fitted maximal effect; on the % scale 0 is the no-effect control and ±100 the full control effect
Target sequence (P51570 whole entry, looked up): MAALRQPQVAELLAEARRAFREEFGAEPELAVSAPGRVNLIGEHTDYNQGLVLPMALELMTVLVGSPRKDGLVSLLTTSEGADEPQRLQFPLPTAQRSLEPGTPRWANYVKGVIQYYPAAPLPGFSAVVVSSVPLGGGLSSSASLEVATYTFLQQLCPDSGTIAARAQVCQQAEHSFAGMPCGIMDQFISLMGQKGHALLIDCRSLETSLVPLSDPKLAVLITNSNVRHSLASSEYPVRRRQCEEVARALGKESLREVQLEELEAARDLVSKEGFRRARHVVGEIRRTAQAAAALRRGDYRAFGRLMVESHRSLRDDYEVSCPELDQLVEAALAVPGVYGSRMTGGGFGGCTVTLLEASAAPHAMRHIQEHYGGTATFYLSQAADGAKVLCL
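Human GALK (5 nM) with 35 uM ATP and 100 uM galactose in 20 mM HEPES pH 8.0, 5 mM MgCl2, 60 mM NaCl, 1 mM DTT, 0.01% BSA. After 1 h at room temperature, leftover ATP was read by Kinase-Glo Plus luminescence.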
MLL CXXC-DNA inh: qHTS Fluorescence Polarization Assay for Inhibitors of MLL CXXC domain - DNA interaction; Histone-lysine N-methyltransferase 2A (Homo sapiens), Q03164; MLL-CXXC / FITC-HOXA9 DNA fluorescence polarization; Potency, µM (top dose mostly 115 µM), without a hit: at the highest dose activity change, negative = inhibition, actives largely listed as inhibitors; hit rate 0.037% among 290,000; active means well fitted inhibition curve with a large enough effect in the polarisation, with a control signal flat, not every such curve was filed as active; inconclusive means small, poorly fitted or top-dose-only effect, or effect the other way, or a change in a side signal; inactive means no such curve, though single readings can be large or run the other way; the % refers to the polarisation; further: potency means the concentration at half of the fitted maximal effect
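Steps: dispense CXXC domain solution (7 uM) → pin compounds or unlabeled HOX-A9 DNA control → 5 min ambient → add FLSN-HOX-A9 solution (50 nM) → spin → 30 min ambient → fluorescence polarization. Tris pH 7.5/NaCl/DTT/BSA buffer.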
hERG WT inh: qHTS for Inhibitors of KCHN2 3.1: Wildtype qHTS | U2OS, BacMam KCNH2, thallium flux FluxOr; stronger effect = lower value | AID 720551, 2013 | Voltage-gated inwardly rectifying potassium channel KCNH2 (Homo sapiens), Q12809 | hit rate 0.37% among 340,000 | activity change, % at 1.84 µM;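 active means maximum activity change below -70%; inconclusive means maximum activity change between -70% and -50%; inactive means maximum activity change above -50%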; further: on the % scale 0 is the no-effect control and ±100 the full control effect
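U2OS cells were transduced with wild-type KCNH2 virus (2.03 x 10^8 / mL) for 4 h at room temperature, then cultured overnight at 37 C. Thallium flux was read with FluxOr dye. Rate constants were normalized to DMSO controls.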
MBNL1-CUG inh: qHTS Assay for Inhibitors of MBNL1-poly(CUG) RNA binding; Muscleblind-like protein 1 (Homo sapiens), Q9NR56; TR-FRET MBNL1-His/biotin-(CUG)12 binding, 665/545 ratio; Potency, µM (series often up to 57.5 µM), for inactives: at the top dose activity change, negative = inhibition, usual class: inhibitors; hit rate 0.036% among 280,000; AID 2675, 2010; active means well fitted inhibition curve with a large enough effect in the signal ratio, with a control signal flat, not every such curve was filed as active; inconclusive means small, poorly fitted or top-dose-only effect, or effect the other way, or a change in a side signal; inactive means no such curve, though single readings can be large or run the other way; the % refers to the signal ratio; further: potency means the concentration at half of the fitted maximal effect; on the % scale 0 is the no-effect control and ±100 the full control effect
Target sequence (Q9NR56 whole entry, looked up): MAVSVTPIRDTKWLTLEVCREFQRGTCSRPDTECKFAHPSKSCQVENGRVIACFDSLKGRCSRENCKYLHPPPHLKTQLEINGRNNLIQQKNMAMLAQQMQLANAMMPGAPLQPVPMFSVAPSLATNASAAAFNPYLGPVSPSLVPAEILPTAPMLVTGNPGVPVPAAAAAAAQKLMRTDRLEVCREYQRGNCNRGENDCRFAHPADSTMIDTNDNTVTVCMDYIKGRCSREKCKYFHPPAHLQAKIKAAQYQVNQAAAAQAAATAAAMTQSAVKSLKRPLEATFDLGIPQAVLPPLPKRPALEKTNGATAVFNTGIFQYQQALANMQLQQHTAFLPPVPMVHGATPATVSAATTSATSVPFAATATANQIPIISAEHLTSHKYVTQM
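TR-FRET readout: Ex 340 nm, 665/545 nm emission ratio, normalized to buffer-only (basal) and MBNL1-(CUG)12 controls. Complex of MBNL1-His with Biotin-(CUG)12, compounds 92 nM–58 uM, incubated 60 min at room temperature.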
A-T KAP1 phos: qHTS Assay for Identifying a Potential Treatment of Ataxia-Telangiectasia. AID 485349, 2010. Potency, µM (series often up to 57.5 µM), for the others: at the top dose activation, actives largely listed as activators. […] A-T fibroblasts, KAP-1 phosphorylation AlphaLISA; neocarzinostatin DNA damage 30 min before lysis. hit rate 0.19% among 320,000; further: potency means the concentration at half of the fitted maximal effect; % of control where 0% means no effect; nearly all actives have a fitted effect of over 45% in size
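ATM-like activity read as KAP-1 phosphorylation via AlphaLISA donor/acceptor antibody pairs after lysis and 6 hr at 25C. Cells were ATM-null patient fibroblasts ([…], hTERT), dosed 60 min, then exposed to the DSB inducer NCS for 30 min.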
a7 integrin act: qHTS for Activators of Integrin-Mediated Alleviation for Muscular Dystrophy; alpha7betagal myoblasts, beta-gal FDG fluorescence, 48 h; Potency, µM (titrated, usually from 38.3 µM), inactives show at the top dose activation, most hits filed as activators; hit rate 0.064% among 350,000;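 further: potency means the concentration at half of the fitted maximal effect; 100% = response of the positive control SU9516; nearly all actives have a fitted effect of over 60% in size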
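Alpha7betagal+/- myoblasts (passage 13) were plated 16-24 hr, then exposed to compounds (1:260 dilution of DMSO stock) for 48 hours at 37C. After MPER lysis, β-galactosidase reporter activity was read as FDG fluorescence (ex 480/em 540) after 30 minutes.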
S-ASM inh: Inhibitors of Secretory Acid Sphingomyelinase (S-ASM): qHTS. Sphingomyelin phosphodiesterase (Homo sapiens), P17405. placental ASM, HMU-PC fluorogenic substrate, 60 min. Potency, µM (doses to about 57.5 µM), for inactives: top-dose activity change, negative = inhibition, usual class: inhibitors. hit rate 0.006% among 340,000; further: potency means the concentration at half of the fitted maximal effect
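Fluorogenic HMU-PC substrate (9 uM final) is turned over by placental ASM in 60 min at 37 C after a 10 min compound preincubation. Reaction ended by alkaline stop (pH 10), with fluorescence read at 386/447 nm.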
KCNH2 3.1 block: qHTS for Inhibitors of KCHN2 3.1: Mutant qHTS; U2OS KCNH2 3.1, thallium flux FluxOr; stronger effect = lower value; AID 720553, 2013; hit rate 0.95% among 340,000; Potassium voltage-gated channel subfamily H member 2, brain isoform KCNH2 3.1 (human); activity change, % (tested at about 1.8 µM);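 active means maximum activity change below -70%; inconclusive means maximum activity change from -70% to -50%; inactive means maximum activity change above -50%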;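 further: thallium influx rate constant from kinetic fluorescence after stimulation buffer; on the % scale 0 is the no-effect control and ±100 the full control effect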
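Thallium flux via FluxOr fluorescence (Red40 quencher, 45 min loading) in U2OS cells virally expressing the KCNH2 3.1 isoform (1.77 x 10^8 /mL virus, overnight at 37 C). Rate constants from 2-min kinetic reads post-stimulation, normalised to positive and negative controls.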
TRPV1 ag: HTS Assay for Compounds that Act as Agonists of the Vanilloid Receptor 1; Transient receptor potential cation channel subfamily V member 1 (Homo sapiens), Q8NER1; TRPV1-expressing cells, Fluo-8 calcium influx, agonist mode; activation, % at 8.33 µM; hit rate 0.19% among 320,000; AID 540275, 2011; in the data active means activation above about 80%; inconclusive means between about 30% and that limit; further: 0% is about no effect
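TRPV1-expressing cells were cultured overnight at 35.5C and loaded with Fluo-8 calcium dye for 40 to 90 min at room temperature. After a 10 s baseline, compound was added and calcium influx was read kinetically for 3 min (ex 480/em 520 nm).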
Starred values were filed as active, the others as inactive; ? = inconclusive; / = not tested or not shown; [ ] = another dose, or the depositor's remark. Unless noted, the call rests on the fitted dose curve; in most records, active means well fitted curve in the direction sought with a large enough effect; inconclusive means small, poorly fitted or top-dose-only effect, or another doubt; inactive means no such curve, though single readings can be large; an effect the other way counts as inactive or inconclusive.

SMILES	Coupling enz	GALK inh	MLL CXXC-DNA inh	hERG WT inh	MBNL1-CUG inh	A-T KAP1 phos	a7 integrin act	S-ASM inh	KCNH2 3.1 block	TRPV1 ag
CCc1ccc(CN(C)C(=O)c2ccc3c(c2)OCCO3)cc1	1	/	-6%	-13	-3%	1%	-30%	1%	-6	15
C/C(=N\OC(=O)c1ccc(C)cc1)c1c(C)nc2cc(C)ccn12	0	0%	24%	3	2%	5%	3%	5%	-2	1
Cc1ccnc(SCCn2c(N3CCN(c4ccccc4)CC3)nc3c2c(=O)[nH]c(=O)n3C)n1	2	2%	10%	10	-2%	12%	39%	-2%	-1	-3
COc1ccc([C@H]2C(C(=O)O)=C[C@@H](CC3CCCC3)N2S(=O)(=O)c2ccc(C)cc2)cc1OC	/	/	/	1	/	7%	0%	6%	-6	/
N#Cc1c(-c2ccncc2)cc(-c2ccc(F)cc2)nc1N	0	/	-4%	0	18%	0%	?	/	-19	-2
CCCCCCCCC(NC(=O)c1ccc(C#N)cc1)C(=O)NCCC (stereo not given)	/	/	/	22	/	1%	2%	0%	-16	14
CCOc1ccc(C(=O)Nc2cccc(-c3ccc(N4CCOCC4)nn3)c2)cc1OCC	/	/	/	4	/	1%	6%	-2%	-2	-2
O=C(NC1(C(F)(F)F)NC(=O)N(Cc2cccnc2)C1=O)c1ccccc1 (stereo not given)	2	/	0%	2	-9%	5%	9%	3%	?	-2
Cc1ccc(-n2cc(CN3CCC(CO)(Cc4ccccc4)CC3)cn2)cc1	3	0%	3%	/	-7%	2%	/	/	/	12
O=C(COC(=O)/C=C/c1ccc(F)cc1)Nc1ccc(S(=O)(=O)N2CCOCC2)cc1	/	/	/	35	/	-2%	3%	-12%	-2	/
COc1ccc(NC(=O)CN(C)Cc2c(F)cccc2Cl)cc1S(=O)(=O)N1CCCCC1	-1	-1%	16%	10	-6%	-3%	-10%	-2%	0	14
Cc1cc(C)cc(OCC(=O)Nc2cccc(S(=O)(=O)NC3=NCCC3)c2)c1	/	/	/	2	/	9%	-26%	1%	4	-5
CCC(C)c1ccc(S(=O)(=O)N2CCN(C(C)CC(=O)O)CC2)cc1 (stereo not given)	6	0%	-3%	-11	-6%	3%	19%	2%	-3	-1
Cc1c[nH]c2ccccc12	/	/	1%	-5	/	?	/	-7%	3	-1
CCCCCCn1c(CN2CCN(C(=O)c3ccco3)CC2)nc2c1c(=O)n(C)c(=O)n2C	0	0%	0%	4	-11%	-3%	-16%	2%	-12	-1
Cc1nn(Cc2cccc(C(N)=O)c2)c(C)c1Br	0	/	1%	2	-16%	-3%	-18%	0%	9	0
COc1cc(O)oc1C=Nc1ccc(Cl)cc1Cl	-8	-1%	-8%	4	11%	2%	7%	0%	7	-3
CSc1cnc2c(N)nc(N(C)C)nc2n1	0	/	-6%	6	?	3%	4%	42%	11	1
CCOC(=O)c1ccc(-c2c(-c3ccc4c(c3)OCO4)noc2C)cc1F	15	/	-3%	/	4%	1%	16%	-1%	/	9
COc1cccc(C2=NOC(C(=O)NCc3ccc(F)cc3)C2)c1 (stereo not given)	-1	-3%	17%	-5	-7%	-16%	-7%	4%	8	8
Cc1cc(C)cc(N(C(=O)c2ccccn2)C(C(=O)NC2CCCCC2)c2cccs2)c1 (stereo not given)	0	-3%	3%	-8	-1%	-6%	-21%	2%	-2	22
O=C(CSc1cccc[n+]1[O-])Nc1cc(S(=O)(=O)N2CCOCC2)ccc1Cl	2	0%	-2%	2	/	-1%	?	-2%	4	-6
O=C(Nc1ccc(Br)cc1F)c1ccc2c(c1)N(Cc1ccccc1)C(=O)CS2=O (stereo not given)	-1	-2%	-2%	-2	-4%	0%	18%	-26%	-4	2
COC(=O)COn1c(SC(C)C)nc2ccccc2c1=O	7	-1%	0%	-13	-2%	2%	-15%	-8%	9	3
O=C(Nc1cccn(Cc2c(Cl)cccc2Cl)c1=O)c1c(Cl)cccc1Cl	-13	2%	21%	-11	2%	-1%	-10%	-1%	-9	1
CC1(C)Cc2c(sc3ncn4c(=S)[nH]nc4c23)CO1	1	2%	5%	-9	16%	4%	9%	-2%	9	0
COc1cc(CC(CC(=O)O)CC(C)OCc2ccccc2)cc(OC)c1 (stereo not given)	4	-2%	2%	-9	/	-5%	-21%	2%	10	0
Cc1c(NC(=S)NC(=O)c2cccc(Cl)c2)c(=O)n(-c2ccccc2)n1C	1	8%	0%	4	-5%	4%	-51%[inhibitor]	2%	16	-6
COc1ccc(S(=O)(=O)N2CCC(C(=O)NC3CC3)CC2)cc1C	-2	-1%	5%	-3	-23%	-4%	4%	-4%	5	2
COc1cccc(-c2nc(-c3ccc4c(c3)NC(=O)CO4)cs2)c1	-2	0%	3%	4	119%[activator]	2%	36%	0%	-25	1
COCCN1CC(CNC(=O)c2cc(COc3ccccc3SC)on2)CC1=O (stereo not given)	0	-4%	?	-1	-16%	1%	26%	3%	1	0
CC1(C(=O)OCC(=O)Nc2ccc(Cl)cn2)CC1(Cl)Cl (stereo not given)	/	/	/	-3	/	6%	0%	0%	2	/
Cc1nn(C)cc1CN(C)Cc1ccc(OCC(O)CN2CCCCC2)cc1 (stereo not given)	1	-1%	-9%	8	14%	-4%	-27%	1%	-5	2
CN(C)C(CNC(=O)c1ccc2ccccc2n1)c1ccccc1 (stereo not given)	3	3%	22%	-24	-3%	-10%	0%	-3%	2	14
Cc1cccc(NC(=O)CCC(=O)OCc2ccc(Br)cc2)c1	0	1%	12%	16	-8%	-7%	9%	3%	-31	14
Cc1cc(C(=O)CSc2ncccn2)c(C)n1-c1cccc(F)c1	-8	1%	10%	14	-2%	4%	-12%	2%	2	?
C[C@]12CC[C@H](O)CC1=C[C@H](O)C1C2CC[C@@]2(C)C1CC[C@@]2(O)C#Cc1ccc(CN)cc1 (stereo not given in full)	/	/	/	4	/	/	12%	-16%	10	/
Cc1ccc(NC(=O)c2sc3nc(N)c(C#N)cc3c2N)cc1	0	1%	7%	2	201%[activator]	-2%	-43%	-7%	5	?
CC(OC(=O)CCN=C1NS(=O)(=O)c2ccccc21)C(=O)Nc1ccc(N(C)C)cc1 (stereo not given)	/	/	/	1	/	8%	-25%	-4%	8	-4
Cc1cc(C)cc(C(=O)Nc2ccc3[nH]c(=O)[nH]c3c2)c1	4	-3%	13%	-4	-5%	-4%	-18%	-1%	11	?
CC(=O)Nc1sc2c(c1CN1CCN(c3ccc(F)cc3)CC1)CCCC2	1	2%	2%	13	-10%	-6%	-42%	0%	-23	7
Cc1ccc(C(=O)NNC2=NCCC2)cc1	-1	1%	-12%	-7	-1%	1%	31%	3%	8	-1
O=C(CSc1ccc2ccccc2c1)NCCCN1CCCC1=O	0	1%	7%	9	1%	3%	-6%	1%	-1	-3
CSc1nc2nc3c(cn2n1)C(=O)CC(c1ccccc1)C3 (stereo not given)	3	0%	10%	3	1%	4%	-20%	-4%	4	-2
CCOC(=O)c1c(-c2ccc(C)cc2)csc1NC(=O)c1cc2ccccc2oc1=O	1	-1%	8%	0	-1%	16%	-1%	0%	-122*	1
CC[C@]12c3[nH]c4cc(-c5ccco5)ccc4c3CCN1C(=O)[C@@H](CC(=O)NCc1ccc(OC)c(OC)c1)C[C@@H]2C(=O)N1CCN(C(=O)c2ccco2)CC1	/	/	/	-3	/	5%	-15%	-6%	30	/
CCN(CC)CCn1c(=S)[nH]c2cc(Cl)ccc2c1=O	0	-1%	5%	-12	-11%	0%	17%	2%	-26	0
COc1ccc(O)c(/C=N\NC(=O)CCn2nnc3ccccc32)c1	-1	-2%	-1%	3	?	1%	-30%	12%	7	-5
O=C(NCC1COc2ccccc2O1)C1CCCN(S(=O)(=O)c2cccc3cccnc23)C1 (stereo not given)	1	0%	16%	5	-18%	-15%	11%	-8%	-7	/

Rows were taken by chance (roughly 2% active in at least one column).
